# TRb SRC2 PPI – qHTS for Inhibitors of the Interaction of Thyroid Hormone Receptor and Steroid Receptor Coregulator 2. Thyroid hormone receptor beta (Homo sapiens), P10828. TRbeta-SRC2 peptide binding, fluorescence polarization; receptor liganded with 1 µM T3. Potency, µM (top dose mostly 106 µM), for the others: at the highest dose activity change, negative = inhibition, most hits filed as inhibitors. 0.065% of 280,000 active. AID 1469, 2008;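 note: plate controls were bound peptide for no effect and peptide without receptor for full effect; nearly all actives have a fitted effect of over 50% in size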
# Target sequence (P10828 whole entry, looked up): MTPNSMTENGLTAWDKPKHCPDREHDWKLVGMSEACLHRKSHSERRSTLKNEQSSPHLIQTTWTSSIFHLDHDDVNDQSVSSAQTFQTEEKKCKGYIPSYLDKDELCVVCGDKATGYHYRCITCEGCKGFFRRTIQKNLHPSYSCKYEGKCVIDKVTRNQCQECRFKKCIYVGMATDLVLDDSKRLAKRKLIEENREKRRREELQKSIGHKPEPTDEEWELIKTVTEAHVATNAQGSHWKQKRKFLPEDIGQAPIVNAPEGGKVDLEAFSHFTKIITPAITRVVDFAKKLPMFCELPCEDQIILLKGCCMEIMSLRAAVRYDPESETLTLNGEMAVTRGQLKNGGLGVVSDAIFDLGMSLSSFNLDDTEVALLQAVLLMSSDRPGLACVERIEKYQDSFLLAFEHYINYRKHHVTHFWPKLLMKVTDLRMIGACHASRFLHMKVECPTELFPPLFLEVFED
#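 Quantitative HTS by FP: 0.6 uM TRb LBD, 20 nM labeled SRC2 20-mer, 1 uM T3, 5% DMSO; 5 hr ambient incubation; % activity per concentration and potencies from concentration series.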
# KDM4E inh – qHTS Assay for Inhibitors of Human Jumonji Domain Containing 2E (JMJD2E); Potency, µM (top dose mostly 57.1 µM), without a hit: at the highest dose activity change, negative = inhibition, most hits filed as inhibitors; Lysine-specific demethylase 4E (Homo sapiens), B2RXH2; 1.6% of 230,000 active; JMJD2E catalytic domain, FDH-coupled NADH fluorescence (FDH is formaldehyde dehydrogenase); active = well fitted inhibition curve with a large enough effect, not every such curve was filed as active; inconclusive = small, poorly fitted or top-dose-only effect, or another doubt; inactive = no such curve, though single readings can be large or run the other way;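 note: 0% = wells with enzyme and -100% = buffer wells without enzyme; nearly all actives have a fitted effect of over 50% in size; many of its hits are not listed in these tables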
# TR SRC2 fluor cs – Total Fluorescence Counterscreen for Inhibitors of the Interaction of Thyroid Hormone Receptor and Steroid Receptor Coregulator 2 | 0.29% of 280,000 active | Potency, µM (doses to about 106 µM), inactives show at the top dose fluorescence change, negative = quenching | TRb/SRC2 Texas Red total fluorescence interference | AID 1479, 2009; active = well fitted curve in either direction with a large enough effect; inconclusive = small, poorly fitted or top-dose-only effect
#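 Human TRβ ligand-binding domain (0.6 uM) and Texas Red SRC2 peptide (20 nM) in Tris buffer with 1 uM T3 and 5% DMSO were incubated with pinned compound for 5 hr at ambient temperature. Total fluorescence was computed as S + 2P (555/632 nm).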
# Tau ThT inhib – qHTS for Inhibitors of Tau Fibril Formation, Thioflavin T Binding; Microtubule-associated protein tau (Homo sapiens), P10636; recombinant tau K18 P301L, heparin-induced fibrillization, ThT fluorescence; Potency, µM (doses to about 57.4 µM), for inactives: at the top dose activity, negative = inhibition, usual class: inhibitors; 2.1% of 270,000 active; note: nearly all actives have a fitted effect of over 55% in size
# Target sequence (P10636 561-689 P618L limits assumed): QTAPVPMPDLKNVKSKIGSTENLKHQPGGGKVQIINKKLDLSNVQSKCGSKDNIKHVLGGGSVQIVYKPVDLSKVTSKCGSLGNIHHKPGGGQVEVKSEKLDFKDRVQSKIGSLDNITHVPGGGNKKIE
#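 Using a mix of unlabeled (15 uM) and Alexa 594-labeled (0.24 uM) tau K18 P301L, heparin-triggered fibrillization over 6 hr at 37 C was scored by ThT fluorescence.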
# L3MBTL1 inh – qHTS Assay for the Inhibitors of L3MBTL1; 0.66% of 230,000 active; Lethal(3)malignant brain tumor-like protein 1 (Homo sapiens), Q9Y468; AID 485360, 2010; Potency, µM (top dose mostly 57.1 µM), inactives show top-dose activity, negative = inhibition, usual class: inhibitors; AlphaScreen L3MBTL1–H3K9me1 peptide binding; note: nearly all actives have a fitted effect of over 60% in size
#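 L3MBTL1 50 nM + b-AHA-H3(1-15)K9me1 75 nM, 30 min RT; compound added, 30 min RT; streptavidin donor/Ni-chelate acceptor beads 10 ug/mL each final, 30 min RT dark; AlphaScreen read.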
# RECQ1 helicase – qHTS Assay for Inhibitors of RecQ-Like Dna Helicase 1 (RECQ1) | 0.54% of 240,000 active | AID 2549, 2010 | ATP-dependent DNA helicase Q1 (Homo sapiens), P46063 | Potency, µM (top dose mostly 57.3 µM), for the others: at the highest dose activity, negative = inhibition, hits mostly inhibitors | RECQ1 DNA unwinding, red fluorescence kinetic read;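 note: plate controls were vehicle for no effect and no enzyme for full effect; nearly all actives have a fitted effect of over 30% in size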
#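 50 nM RECQ1T1 preincubated 15 min with compound in Tris pH 8.0 buffer with MgCl2, DTT, Tween-20 and 2.5 ug/ml poly(dI-dC); started with 200 nM TAMRA/BHQ-2 forked duplex and 2 mM ATP. Unwinding read as fluorescence (525/598 nm), two reads 2 h apart.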
# RGS12 GoLoco inh – qHTS Assay for Inhibitors of RGS12 GoLoco Motif Activity (Red Fluorophore); Guanine nucleotide-binding protein G(i) subunit alpha-1 (Homo sapiens), P63096; Gai1:RGS12 GoLoco peptide FP, rhodamine, 10 min; Potency, µM (highest dose often 61.6 µM), inactives show top-dose activity, negative = inhibition, most hits filed as inhibitors; 0.44% of 230,000 active; active = well fitted inhibition curve with a large enough effect, not every such curve was filed as active; inactive = no such curve, though single readings can be large or run the other way; note: nearly all actives have a fitted effect of over 30% in size; many of its hits are not listed in these tables
# Target sequence (P63096 whole entry, looked up): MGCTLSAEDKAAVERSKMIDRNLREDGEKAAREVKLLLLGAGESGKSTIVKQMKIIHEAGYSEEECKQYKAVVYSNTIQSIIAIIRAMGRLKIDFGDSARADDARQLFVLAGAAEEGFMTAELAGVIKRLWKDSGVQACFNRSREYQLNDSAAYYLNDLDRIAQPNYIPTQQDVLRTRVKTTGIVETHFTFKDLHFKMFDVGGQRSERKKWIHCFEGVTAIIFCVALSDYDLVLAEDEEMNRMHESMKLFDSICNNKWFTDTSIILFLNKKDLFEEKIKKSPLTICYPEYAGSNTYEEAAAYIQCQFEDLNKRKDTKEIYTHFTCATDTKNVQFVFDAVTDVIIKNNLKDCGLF
# Tau fibril FP – qHTS for Inhibitors of Tau Fibril Formation, Fluorescence Polarization. Microtubule-associated protein tau (Homo sapiens), P10636. K18 P301L tau heparin fibrillization, Alexa594 FP, 6 h. Potency, µM (highest dose often 57.7 µM), for inactives: at the highest dose activity, negative = inhibition, actives largely listed as inhibitors. 0.39% of 280,000 active; note: nearly all actives have a fitted effect of over 55% in size
#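 Recombinant K18 P301L […], labeled with Alexa 594 at 0.24 uM over 15 uM unlabeled; heparin inducer 20 uM final; 37 C, 6 hr; FP endpoint.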
# * marks the source's active call; other numbers are inactive results; i = inactive; ? = inconclusive; . = no result given; & = joins results of further samples; [ ] = another dose, or the depositor's remark. Unless noted, calls come from the whole dose curve; as a rule, active = well fitted curve in the direction sought with a large enough effect; inconclusive = small, poorly fitted or top-dose-only effect, or another doubt; inactive = no such curve, though single readings can be large; an effect the other way counts as inactive or inconclusive. Unless noted, % is set by controls: 0 for no effect and ±100 for the full control effect; potency is the fitted concentration of half-maximal effect. The list is partial; count on the stated rates, not on these rows.
cpd	compound	TRb SRC2 PPI	KDM4E inh	TR SRC2 fluor cs	Tau ThT inhib
1	CC(C)[N+](C)(C)CC#CC(O)(c1ccccc1)c1ccccc1	-9%	?	-7%	.
2	CC(C)(C)OC(=O)N1CC[C@H]1COc1cnc[c]([Sn]([CH3])([CH3])[CH3])c1	3%[11.2 µM]	.	-4%[11.2 µM]	-3%[11.5 µM]
3	COc1ccc(CCn2c(O)c(/C=N/N3CCCCC3)c(=O)[nH]c2=O)cc1OC	4%	2%	5%	5%
4	O=C(c1c[nH]c2ccc(S(=O)(=O)N3CCOCC3)cc2c1=O)N1CCC2(CC1)OCCO2	1%	?	0%	-5%
5	COc1cc2c(cc1C=O)OCO2	12%	2%	-2%	3%
6	COC(=O)C1C(c2ccccc2)C2C(=O)c3c(OC)cc(OC)cc3O[C@@]12c1ccc(OC)cc1 (some centres not stated)	6%[11.2 µM]	.	0%[11.2 µM]	-8%[11.5 µM]
7	CCCNC(=O)NC(=O)COc1ccc(-c2ccc(C#N)cc2)cc1	-1%	?	-2%	-10%
8	Cc1ccc(CSc2n[nH]c(N)n2)cc1	1%	-7%	-4%	1%
9	O=S1(=O)N(Cc2ccccc2)CCCN1Cc1cccc(Cl)c1	7%	.	-1%	-7%
10	Cc1ccc(-n2c(O)c(/C=N/N3CCOCC3)c(=O)[nH]c2=S)cc1	-9%	-2%	-1%	7%
11	Cn1c(C(=O)N2CCC3(CC2)OCCO3)cc2c(=O)n(C)c3ccccc3c21	-6%	-13%	-4%	-12%
12	Cn1c(O)c(C(=Nc2ccc(F)cc2)c2ccccc2)c(=O)n(C)c1=O	-5%	1%	1%	-13%

cpd	L3MBTL1 inh	RECQ1 helicase	RGS12 GoLoco inh	Tau fibril FP
1	.	-4%	3.2µM*	9%[11.6 µM]
2	.	0%[11.5 µM]	9%[14.2 µM]	0%[11.6 µM]
3	3%	9%	6%	1%
4	.	-2%	-2%	-2%
5	-7%	2%	-11%	7%
6	.	-3%[11.5 µM]	.	3%[11.6 µM]
7	-4%	-7%	3%	5%
8	-6%	28µM*	12%	1%[2.34 µM]
9	.	.	.	0%
10	-19%	0%	304%[activator]	3%
11	-4%	i	-6%	12%
12	-3%	-11%	1%	-11%

# New compounds follow
cpd	compound	TRb SRC2 PPI	KDM4E inh	TR SRC2 fluor cs	Tau ThT inhib
13	CCc1ccccc1NC(=O)CNCc1ccccc1	-4%	-9%	-3%	-1%
14	CCCCC[C@@H](/C=C/C=C\CCCCCCCCCC(=O)O)OO	4%	6%	-1%	0%
15	Cc1ccc(CN2C(=O)NC(=O)C3(Cc4c(nc5ccccn5c4=O)N4CCCCCC43)C2=O)cc1 (configuration not stated)	-19%	?	4%	-15%
16	CCCCc1ncc(CN2CCCC(C(=O)c3ccc(SC)cc3)C2)[nH]1 (configuration not stated)	-2%	-13%	0%	-2%
17	C[C@]12C/C(=C/O)C(=O)C[C@@H]1CC[C@@H]1[C@@H]2CC[C@@]2(C)[C@H]1CC[C@]2(C)O	-9%	.	-1%	.
18	O=C(O)CCn1cc(C=C2C(=O)NC(=S)NC2=O)c(-c2cccc(Br)c2)n1	-6%	10%	-3%	?
19	Cc1ccccc1-n1c(C)nc2ccccc2c1=O	1%	8%	-4%	-2%
20	O=C(COC(=O)Cc1ccccc1)NC12CC3CC(CC(C3)C1)C2	-1%	4%	5%	-13%
21	COc1ccc(-c2cc(=O)c3cc(OCC(=O)OC(C)C)ccc3o2)cc1	13%	.	-3%	?
22	Cn1cc[n+](C)c1P(=S)(c1ccccc1)c1ccccc1	-2%	-10%	1%	-5%
23	Cn1c(=O)n(C)c2cc(CNCCc3ccc(F)cc3)ccc21	-3%	.	-18%	2%
24	CCCS(=O)(=O)N1CCCC(C(=O)N2CCC3(CC2)OCCO3)C1 (configuration not stated)	-8%	9%	-4%	-13%

cpd	L3MBTL1 inh	RECQ1 helicase	RGS12 GoLoco inh	Tau fibril FP
13	0%	19%	10%	3%
14	.	-2%	4%	-4%
15	-29%[11.4 µM]	i	3%	4%
16	?	i	5%	-12%
17	.	-2%	-2%	.
18	6%	i	27%	?
19	55%[activator]	-5%	0%	-6%
20	2%	i	37%[activator]	4%
21	.	.	.	4%
22	31%[activator]	i	-15%	3%
23	.	.	.	0%
24	-3%	-5%	5%	3%

# Continued:
cpd	compound	TRb SRC2 PPI	KDM4E inh	TR SRC2 fluor cs	Tau ThT inhib
25	NC(=O)CS(=O)C(c1ccccc1)c1ccccc1 (configuration not stated)	-2%&0%&-1%	-3%&-3%	0%&-1%&-2%	-6%&-3%&-6%
26	C=CCN1C(=O)C2(C(C(=O)OCC)=C(N)Oc3c2c(=O)oc2ccccc32)c2ccccc21 (configuration not stated)	4%	-4%	-1%	-6%
27	O=Cc1cn(Cc2ccc(F)cc2)c2ccccc12	-3%	2%	-1%	-3%
28	Cc1cc(/C=C2\C(=O)NC(=O)N(c3cccc(F)c3)C2=O)c(C)n1-c1cc(C(=O)O)cc(C(=O)O)c1	-9%	?	3%	?
29	C[C@@]1([C@@H](NP(=O)(c2ccccc2)c2ccccc2)c2ccccc2)C[C@H]1CCO	1%&0%	-2%&-1%	0%&-2%	0%&-9%
30	COc1cc2c(cc1OC)[C@@H]1C(=O)c3ccc4c(c3O[C@@H]1CO2)C[C@H](C(C)C)O4	-6%	?	-4%	?

cpd	L3MBTL1 inh	RECQ1 helicase	RGS12 GoLoco inh	Tau fibril FP
25	.	2%&-8%	7%&3%&15%	-1%&1%&0%
26	-10%	i	-5%	-6%
27	.	-9%	13%	-7%
28	7.9µM*	i	3%	-2%
29	6%	-4%	0%&1%	-2%&1%
30	-28%	-14%	10%	-3%

# 12 of the compounds above, with two lines to a compound.
# Under each structure – TRb SRC2 PPI	KDM4E inh	TR SRC2 fluor cs	Tau ThT inhib	L3MBTL1 inh	RECQ1 helicase	RGS12 GoLoco inh	Tau fibril FP
19: Cc1ccccc1-n1c(C)nc2ccccc2c1=O
→ 1%	8%	-4%	-2%	55%[activator]	-5%	0%	-6%
20: O=C(COC(=O)Cc1ccccc1)NC12CC3CC(CC(C3)C1)C2
→ -1%	4%	5%	-13%	2%	i	37%[activator]	4%
21: COc1ccc(-c2cc(=O)c3cc(OCC(=O)OC(C)C)ccc3o2)cc1
→ 13%	.	-3%	?	.	.	.	4%
22: Cn1cc[n+](C)c1P(=S)(c1ccccc1)c1ccccc1
→ -2%	-10%	1%	-5%	31%[activator]	i	-15%	3%
23: Cn1c(=O)n(C)c2cc(CNCCc3ccc(F)cc3)ccc21
→ -3%	.	-18%	2%	.	.	.	0%
24: CCCS(=O)(=O)N1CCCC(C(=O)N2CCC3(CC2)OCCO3)C1 (configuration not stated)
→ -8%	9%	-4%	-13%	-3%	-5%	5%	3%
25: NC(=O)CS(=O)C(c1ccccc1)c1ccccc1 (configuration not stated)
→ -2%&0%&-1%	-3%&-3%	0%&-1%&-2%	-6%&-3%&-6%	.	2%&-8%	7%&3%&15%	-1%&1%&0%
26: C=CCN1C(=O)C2(C(C(=O)OCC)=C(N)Oc3c2c(=O)oc2ccccc32)c2ccccc21 (configuration not stated)
→ 4%	-4%	-1%	-6%	-10%	i	-5%	-6%
27: O=Cc1cn(Cc2ccc(F)cc2)c2ccccc12
→ -3%	2%	-1%	-3%	.	-9%	13%	-7%
28: Cc1cc(/C=C2\C(=O)NC(=O)N(c3cccc(F)c3)C2=O)c(C)n1-c1cc(C(=O)O)cc(C(=O)O)c1
→ -9%	?	3%	?	7.9µM*	i	3%	-2%
29: C[C@@]1([C@@H](NP(=O)(c2ccccc2)c2ccccc2)c2ccccc2)C[C@H]1CCO
→ 1%&0%	-2%&-1%	0%&-2%	0%&-9%	6%	-4%	0%&1%	-2%&1%
30: COc1cc2c(cc1OC)[C@@H]1C(=O)c3ccc4c(c3O[C@@H]1CO2)C[C@H](C(C)C)O4
→ -6%	?	-4%	?	-28%	-14%	10%	-3%

# Source: PubChem BioAssay
